Vif-APOBEC3F blk: blocks the Vif interaction with APOBEC3F; HeLa A3F-eYFP + Vif (tagged APOBEC3F with the HIV-1 protein that degrades it), YFP fluorescence increase; Potency, µM (doses to about 46.1 µM), for inactives: top-dose activity, negative = active; 0.2% of 390,000 active; AID 602313; note: potency is the fitted concentration of half-maximal effect; % of control where 0% means no effect; nearly all actives have a fitted effect of over 65% in size
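Fluorescence increase (Ex 488/Em 500-530) after overnight compound treatment at 37 deg C flags inhibition of Vif-driven A3F-eYFP loss in stable HeLa A3F-eYFP/Vif cells seeded overnight beforehand.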
LDHA inh: blocks human lactate dehydrogenase A | P00338 | purified LDHA, NADH/diaphorase-resazurin fluorescence; active compounds read low | activity change, % (values are at about 110 or 230 µM) | 0.15% of 480,000 active; in the data active = activity change below about -30%; inconclusive = mostly about -25% to -30%;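 note: plate controls were DMSO wells for no effect and wells without enzyme for full effect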
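Resorufin fluorescence (ex540/em590), read at 0 and 20 min after diaphorase/resazurin addition, reports the NADH left after a 5 min room-temperature reaction of 2 nM human LDH5 with 0.06 mM NADH and 0.2 mM pyruvate.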
USP1-UAF1 inh: blocks the human USP1/UAF1 deubiquitinase complex | Potency, µM (titrated, usually from 57.1 µM), without a hit: at the top dose activity change, negative = inhibition, actives largely listed as inhibitors | 0.23% of 390,000 active | O94782 | recombinant USP1/UAF1, Ub-Rhodamine cleavage fluorescence; note: potency is the fitted concentration of half-maximal effect; % is set by controls: 0 for no effect and ±100 for the full control effect; nearly all actives have a fitted effect of over 60% in size; inactives centre near -12
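High-throughput fluorogenic screen: 1nM USP1/UAF1 complex, Ub-Rho substrate 150nM final, 50mM HEPES pH 7.8 with 0.5mM EDTA, 0.1 mg/ml BSA, 1mM TCEP and 0.01% Tween-20.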
RGS4 inh: human RGS4 inhibition; 0.039% of 390,000 active; P49798; Transcreener GDP fluorescence polarization, RGS4-accelerated GTP hydrolysis; Potency, µM (top dose mostly 114 µM), without a hit: at the highest dose activity change, negative = inhibition, most hits filed as inhibitors; note: potency is the fitted concentration of half-maximal effect; % is set by controls: 0 for no effect and ±100 for the full control effect; nearly all actives have a fitted effect of over 75% in size; some results filed as inactive show a strong effect at the top dose
Target sequence (P49798 whole entry, looked up): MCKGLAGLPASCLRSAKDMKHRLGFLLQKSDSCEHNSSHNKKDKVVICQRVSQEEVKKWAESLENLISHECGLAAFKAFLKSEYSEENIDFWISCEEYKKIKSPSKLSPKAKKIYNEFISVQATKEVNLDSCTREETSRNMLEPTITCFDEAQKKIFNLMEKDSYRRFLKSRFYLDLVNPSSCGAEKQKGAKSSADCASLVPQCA
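MLSMR compounds (23 nl, pin-transferred) preincubated 10 min at room temperature with a 500nM (2x) first reagent, then RGS4 at 900nM (2x) plus Transcreener GDP mix added; fluorescence polarization (620/688 nm) read before and after 90 min at 30 °C.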
TrxR1 inh: rat TrxR1 inhibition | O89049 | 1% of 390,000 active | recombinant rTrxR1, NADPH fluorescence consumption, selenite substrate | Potency, µM (highest dose often 114 µM), for inactives: top-dose activity change, negative = inhibition, most hits filed as inhibitors; note: potency is the fitted concentration of half-maximal effect; % is set by controls: 0 for no effect and ±100 for the full control effect; nearly all actives have a fitted effect of over 65% in size
Target sequence (O89049 whole entry, looked up): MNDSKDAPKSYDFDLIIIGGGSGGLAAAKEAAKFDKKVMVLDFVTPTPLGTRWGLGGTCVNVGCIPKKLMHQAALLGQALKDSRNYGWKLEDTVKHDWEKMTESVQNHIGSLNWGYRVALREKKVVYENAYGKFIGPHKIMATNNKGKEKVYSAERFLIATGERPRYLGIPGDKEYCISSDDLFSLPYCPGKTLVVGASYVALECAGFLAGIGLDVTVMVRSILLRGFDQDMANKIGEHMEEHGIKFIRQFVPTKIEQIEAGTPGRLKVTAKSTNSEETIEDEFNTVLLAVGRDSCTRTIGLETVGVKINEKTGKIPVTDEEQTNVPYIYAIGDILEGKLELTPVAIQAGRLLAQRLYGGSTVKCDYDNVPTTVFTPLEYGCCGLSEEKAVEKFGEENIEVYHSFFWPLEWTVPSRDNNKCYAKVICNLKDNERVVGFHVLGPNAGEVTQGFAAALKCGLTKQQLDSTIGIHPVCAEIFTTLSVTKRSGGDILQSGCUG
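Rat TrxR1 (90 nM in the dispensed reagent) was pre-reduced with 400 uM NADPH for 5 min at room temperature, then incubated with compound for 15 min. After 400 uM selenite was added, NADPH fluorescence (Ex 340/Em 450 nm) was followed for 8 min.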
IDH1 R132H inh: blocks human mutant IDH1 R132H enzyme; IDH1-R132H enzyme, NADPH consumption, diaphorase/resazurin fluorescence; Potency, µM (top dose mostly 76.6 µM), for the others: top-dose activity change, negative = inhibition, usual class: inhibitors; 0.093% of 390,000 active; AID 602179; note: potency is the fitted concentration of half-maximal effect; % is set by controls: 0 for no effect and ±100 for the full control effect; nearly all actives have a fitted effect of over 65% in size
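IDH1-R132H (0.5 ug/mL) preincubated 30 min with compound, then NADPH (0.016 mM) and alpha-KG (2 mM) added; 80 min at RT, pH 7.5. Remaining NADPH coupled via diaphorase/resazurin to fluorescence (540/590 nm); concentration-response curves normalized to no-enzyme control.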
TrxR1 substrate: substrates of rat thioredoxin reductase 1; O89049; purified TrxR1 substrate turnover, NADPH consumption readout; Potency, µM (highest dose often 114 µM), for inactives: top-dose activity change, negative = substrate turnover; 0.01% of 390,000 active; note: potency is the fitted concentration of half-maximal effect; % is set by controls: 0 for no effect and ±100 for the full control effect; nearly all actives have a fitted effect of over 50% in size
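Rat TrxR1, dispensed at 90 nM, was prereduced with 400 uM NADPH (final) for 5 min at ~22 deg C, then incubated with compound 15 min before 400 uM selenite. A first-read NADPH fluorescence drop versus no-compound background flagged substrates.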
Glioma ERSR ind: inducers of ER stress response in human glioma cells | U87-MG GRP78 promoter luciferase reporter, 16 h | Potency, µM, for inactives: top-dose activation, usual class: activators | 0.02% of 420,000 active | AID 602332; note: potency is the fitted concentration of half-maximal effect; series mostly up to about 76 µM; % of control where 0% means no effect; nearly all actives have a fitted effect of over 35% in size
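ERSR induction read as luciferase luminescence (Bright-Glo, 10 min at room temperature) in stably transfected human U87-MG glioma cells exposed to compounds for 16 h, using GRP78 as sensor.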
Vif-APOBEC3G blk: Vif-A3G binding inhibition; Q9HC16; Potency, µM (doses to about 46.1 µM), for the others: at the highest dose activity, negative = active, hits mostly inhibitors; 0.076% of 410,000 active; HeLa A3G-eYFP + Vif (tagged APOBEC3G with the HIV-1 protein that degrades it), YFP fluorescence, overnight;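 note: potency is the fitted concentration of half-maximal effect; % is set by controls: 0 for no effect and ±100 for the full control effect; nearly all actives have a fitted effect of over 60% in size; hits raise eYFP signal because A3G escapes Vif-driven loss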
Target sequence (Q9HC16 whole entry, looked up): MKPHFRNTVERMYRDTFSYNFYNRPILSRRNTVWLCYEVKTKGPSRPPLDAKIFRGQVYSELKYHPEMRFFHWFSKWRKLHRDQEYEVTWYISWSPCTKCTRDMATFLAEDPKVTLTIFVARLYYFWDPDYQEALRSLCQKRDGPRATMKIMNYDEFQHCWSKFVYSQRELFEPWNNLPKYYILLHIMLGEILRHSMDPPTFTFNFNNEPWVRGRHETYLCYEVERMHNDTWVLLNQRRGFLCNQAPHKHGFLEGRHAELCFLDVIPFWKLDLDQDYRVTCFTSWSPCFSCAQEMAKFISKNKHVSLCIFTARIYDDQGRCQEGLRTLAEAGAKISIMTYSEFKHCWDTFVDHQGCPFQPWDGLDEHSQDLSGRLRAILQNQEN
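Read-out is eYFP fluorescence (Ex 488/Em 500-530) from Vif-expressing HeLa A3G-eYFP cells; more signal means A3G escaped Vif-mediated degradation. Cells plated overnight, compound pinned in, incubated overnight at 37 deg C.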
* hit, by the source's call; u = inconclusive; x = not tested or not shown; & = joins results of further samples; [ ] = another dose, or the depositor's remark. Unless noted, calls come from the whole dose curve; as a rule, active = well fitted curve in the direction sought with a large enough effect; inconclusive = small, poorly fitted or top-dose-only effect, or another doubt; inactive = no such curve, though single readings can be large; an effect the other way counts as inactive or inconclusive. The list is partial. The share of hits here may be higher or lower than overall.

Order of results: Glioma ERSR ind	Vif-APOBEC3G blk	LDHA inh	USP1-UAF1 inh	IDH1 R132H inh	TrxR1 substrate	Vif-APOBEC3F blk	TrxR1 inh	RGS4 inh
> CCc1ccc2c(c1)cc(CN(C(=S)Nc1ccccc1)C1CC1)c1nnnn12
  -4%	0%	-2	-20%	2%	10%	-1%	28%	19%
> O=S(=O)(c1ccc(N2CCOCC2)nc1)N(Cc1ccccn1)Cc1ccccn1
  2%	0%	-16	-9%	0%	7%[57.1 µM]	-2%	27%[57.1 µM]	24%
> O=C(O)Cc1ccc(Nc2cnn(C34CC5CC(CC(CC(=O)O)(C5)C3)C4)c(=O)c2Cl)cc1
  -4%	1%	-11	-16%	22%	-8%	-8%	19%[0.0914 µM]	0%
> O=c1[nH]c(C2CCCN(S(=O)(=O)c3ccccc3Cl)C2)nc2c1nnn2Cc1ccc(OC(F)(F)F)cc1 (stereo not drawn)
  -3%	4%	-8	-4%	-4%	-3%	-1%	31%	24%
> O=C1Nc2ccccc2N=C(c2ccccc2)c2ccccc21
  4%	-8%	-9	-25%	0%	-12%[57.1 µM]	4%	0%[57.1 µM]	-20%
> Cc1nnc(SC(=O)N2c3ccccc3Sc3ccccc32)s1
  1%	u	-1	-24%	1%	10%	2%	-4%	-36%
> Cc1ccc(-c2nc(CS(=O)(=O)CC(=O)N3CCN(c4cccc(C)c4C)CC3)c(C)o2)cc1
  -3%	4%	-7	10%	10%	0%	6%	23%	9%
> COc1ccc(C)cc1NC(=O)CSc1nnc(COc2ccccc2)n1Cc1ccco1
  -7%	2%	2	-20%	5%	-11%	x	-32%	-7%
> CC1CCN(S(=O)(=O)c2ccc3[nH]ccc3c2)CC1
  2%	1%	3	-13%	10%	-12%[57.1 µM]	1%	-19%[57.1 µM]	16%
> CCOC(=O)c1sc(NC(=O)C(CC)Sc2nnc3c4ccccc4n(C(C)C)c3n2)nc1C (stereo not drawn)
  0%	-2%	-16	-26%	2%	4%	4%	15%	-5%
> O=C1c2ccsc2SCCN1Cc1ccc(Cl)cc1
  0%	0%	-1	-10%	5%	-2%	2%	3%	20%
> CCn1c(CN2CCN(C(c3ccccc3)c3ccccc3)CC2)nc2c1c(=O)n(C)c(=O)n2C
  2%	1%	-4	-16%	-5%	-3%[57.1 µM]	3%	-8%[57.1 µM]	5%
> CC(Cc1nnc(N)s1)c1ccccc1 (stereo not drawn)
  1%	2%	-9	-12%	-4%	-2%	-8%	4%	-38%
> CS(=O)(=O)N(Cc1ccc(Cl)cc1)c1ccc(C(=O)N2CCN(c3ccccc3)CC2)cc1
  0%	0%	-20	-20%	0%	7%[57.1 µM]	2%	-4%	-15%
> O=C(CNC(=O)c1cccc(F)c1)N/N=C/c1cc(Br)ccc1OC(=O)/C=C/c1ccco1
  -3%	-9%	-1	-9%	-6%	-10%	-8%	-18%	-12%[11.4 µM]
> OCCCNc1nc(-c2ccccc2)nc2c1oc1ccccc12
  -3%	5%	-1	-9%	7%	-1%[57.1 µM]	9%	-2%[57.1 µM]	-1%
> CCN(CC)CCN(Cc1cc2ccc(C)cc2[nH]c1=O)C(=O)NC1CCCCC1
  -2%	0%	-10	1%	-5%	8%	-6%	24%[57.1 µM]	4%
> O=C1C(=O)N(CCCN2CCOCC2)C(c2ccc(Cl)cc2)/C1=C(\O)c1ccc2c(c1)OCCO2 (stereo not drawn)
  -3%	-5%	-2	-16%	6%	-7%[57.1 µM]	7%	-13%[57.1 µM]	-66%[56.9 µM]
> C=CCn1c(COc2cccc3ccc(C)nc23)nnc1SCC(N)=O
  -2%	4%	2	-4%	9%	26%	1%	-10%	-13%
> CC(C)c1ccc(CNC(=O)C(=O)NCC2CCCO2)cc1 (stereo not drawn)
  9%	-19%	-3	-4%	0%	3%[57.1 µM]	u	21%[57.1 µM]	-5%
> CCCCN(C(=O)c1ccc(C)c(S(=O)(=O)N2CCOCC2)c1)c1c(N)n(CC(C)C)c(=O)[nH]c1=O
  -5%	1%	-5	-6%	4%	-11%	-1%	-11%	-1%
> Cn1c(=O)c2c(ncn2CC(O)CNc2ccc(F)cc2)n(C)c1=O (stereo not drawn)
  -3%	-3%	7	-15%	-2%	9%[57.1 µM]	2%	10%[57.1 µM]	-13%
> O=C(Oc1ccc(N(Cc2cccs2)C2=NS(=O)(=O)c3ccccc32)cc1)c1ccccc1Cl
  -6%	3%	-6	-28%	4%	-10%	2%	u	-47%[11.4 µM]
> CCOC(=O)Cn1c(=O)oc2cc(S(=O)(=O)N(C)c3cccc(C)c3)ccc21
  u	0%	-9	-9%	15%	-3%	-1%	19%	10%
> O=C(c1ccc(=O)oc1)N1CCOCC1
  -4%	1%	7	15%	-5%	7%	1%	-20%	1%
> O=C(O)CCCC(=O)Nc1ccc(Oc2cccc(C(F)(F)F)c2)nc1
  0%	-4%	-3	-14%	-6%	-7%	-4%	5%	14%
> O=C(CSc1nc2[nH]c(=O)cc(O)c2s1)Nc1cc(Cl)cc(Cl)c1
  -5%	-1%	-3	1%	-6%	-1%[57.1 µM]	8%	1%[57.1 µM]	-10%
> CC(C)(O)[C@H]1Cc2cc3ccc(=O)oc3cc2O1
  -7%	1%	-3	u	22%	515%[activator]	4%	11%	3%
> O=C(NC1CC2CCCC(C1)N2C(=S)Nc1ccccc1)C1CC1 (stereo not drawn)
  -3%	2%	-5	-8%	0%	-2%	-1%	0%	-11%
> CN(C)S(=O)(=O)c1cccc(NC(=O)COC(=O)C2(c3ccccc3F)CCCC2)c1
  -8%	5%	-3	-18%	4%	8%[57.1 µM]	5%	19%[57.1 µM]	-20%
> COc1ccc(CCNC(=O)Cn2c(=O)nc(-c3ccccc3F)c3cc(Cl)ccc32)cc1OC
  1%	6%	3	-16%	6%	-2%[57.1 µM]	0%	7%[57.1 µM]	-5%
> Cc1cc(C)cc(C(=O)OCC(=O)NCCNC(=O)COC(=O)c2cc(C)cc(C)c2)c1
  -5%	-1%	-1	-22%	0%	1%	-1%	13%	-1%
> COc1cc(C#N)ccc1OCC(=O)NCCC1=CCCCC1
  -6%	1%	-6	-12%	-9%	1%	2%	26%	2%
> O=C(NCc1cccc(Cl)c1)c1ccc2nc(N3CCCCC3)sc2c1
  5%	-2%	-9	-7%	12%	1%	6%	8%	8%
> CCN1CCN(C(=O)Cn2cnc3sc(C)c(S(=O)(=O)N4CCN(c5ncccn5)CC4)c3c2=O)CC1
  -4%	-7%	-5	-19%	3%	8%	6%	12%	-16%
> O[C@@H]1CN(Cc2ccccc2Cl)CC[C@H]1N1CCOCC1
  -2%	3%	-6	6%	0%	1%	14%	20%	11%
> COc1ccc(C(=O)N2N=C(c3cccs3)CC2c2ccccc2O)cc1 (stereo not drawn)
  5%	3%	-4	-14%	-14%	-5%	18%	-1%	4%
> COc1ccc(C2C(C(=O)c3sc(C)nc3C)=C(O)C(=O)N2CCCn2ccnc2)cc1OC (stereo not drawn)
  -5%	-3%	0	-2%	0%	-1%	-6%	-8%	-17%
> Cc1ccc(Nc2nc(N)nc(CN3CCN(Cc4ccc5c(c4)OCO5)CC3)n2)cc1Cl
  -15%	-5%	-1&-4	-15%	3%	-10%	8%	-12%	-36%
> C=CCNCCOc1ccc(C(C)(C)c2ccccc2)cc1
  -3%	-1%	-17	-3%	-5%	1%	12%	-5%	-26%
> CCN(C(=O)COc1ccccc1)c1nnc(-c2cccnc2)s1
  3%	-1%	1	-8%	7%	15%[57.1 µM]	-3%	-4%[57.1 µM]	-5%
> COc1ccc2nc(NC(=O)CSc3nnnn3C3CCCCC3)sc2c1
  -1%	-1%	-1	-14%	2%	8%[57.1 µM]	-2%	15%	-8%
> Cc1nc2ccccc2n1CC(=O)c1ccccc1
  -3%	2%	-9	-1%	-8%	-4%	7%	1%	-8%
> C[C@@H]1CN([C@@H](C)CO)S(=O)(=O)c2ccc(Br)cc2O[C@@H]1CN(C)C(=O)c1ccccn1
  -1%	3%	-1	-18%	3%	x	6%	x	x
> Cc1ccc(S(=O)(=O)N2CCC(C(=O)Nc3nnc(C)s3)CC2)cc1
  -5%	0%	-5	-9%	-7%	1%	10%	14%	29%
> CCOC(=O)c1cccc(NC(=O)CN(c2ccc(C)cc2)S(=O)(=O)c2c(C)n[nH]c2C)c1
  -1%	1%	2	-20%	4%	-5%	-1%	4%	9%
> CC(=O)Nc1cccc(NC(=O)Cc2csc(COc3cccc(C)c3)n2)c1
  -2%	-3%	-2	-20%	-12%	2%	-3%	18%	-8%
> O=C(NNC(=O)C1COc2ccccc2O1)c1cccc([N+](=O)[O-])c1 (stereo not drawn)
  -2%	3%	-4	-18%	-1%	-1%[57.1 µM]	0%	5%[57.1 µM]	5%
> Cc1nn(-c2ccccn2)c2c1-c1nc(N)sc1CC2
  4%	-17%	24	x	x	-19%	x	u	x

One compound at a time, from the list above. Order of screens: Glioma ERSR ind	Vif-APOBEC3G blk	LDHA inh	USP1-UAF1 inh	IDH1 R132H inh	TrxR1 substrate	Vif-APOBEC3F blk	TrxR1 inh	RGS4 inh
`Cc1nn(-c2ccccn2)c2c1-c1nc(N)sc1CC2` as listed: 4%	-17%	24	x	x	-19%	x	u	x
`C[C@@H]1CN([C@@H](C)CO)S(=O)(=O)c2ccc(Br)cc2O[C@@H]1CN(C)C(=O)c1ccccn1` as listed: -1%	3%	-1	-18%	3%	x	6%	x	x
